Screening results deposited in PubChem BioAssay by National Center for Advancing Translational Sciences (NCATS).
D2 agonist = HTS Assay for Allosteric Agonists of the Human D2 Dopamine Receptor: Primary Screen for Agonists | D(2) dopamine receptor (Homo sapiens), P14416 | HEK293 T-REx D2 cells, calcium flux agonist mode | activation, % at 2 µM | 340,000 tested, 0.53% active;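 active = activation over 3 SD above normal in the single-dose calcium agonist read, cut at about 30% in these data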; also: 0% is about no effect
Target sequence (P14416 whole entry, looked up): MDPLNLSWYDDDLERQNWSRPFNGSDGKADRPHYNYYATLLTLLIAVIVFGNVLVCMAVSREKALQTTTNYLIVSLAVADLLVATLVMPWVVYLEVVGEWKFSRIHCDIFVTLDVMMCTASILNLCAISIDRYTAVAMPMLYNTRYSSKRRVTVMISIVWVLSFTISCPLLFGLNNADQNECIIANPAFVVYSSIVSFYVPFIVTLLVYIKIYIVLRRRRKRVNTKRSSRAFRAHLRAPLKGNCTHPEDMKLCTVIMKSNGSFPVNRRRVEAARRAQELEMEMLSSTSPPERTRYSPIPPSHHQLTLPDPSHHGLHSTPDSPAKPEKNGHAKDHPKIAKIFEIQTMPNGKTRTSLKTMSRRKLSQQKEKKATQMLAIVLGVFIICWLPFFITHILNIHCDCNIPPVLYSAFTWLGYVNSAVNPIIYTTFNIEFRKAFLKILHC
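Agonism is scored from calcium flux in a force-coupled, inducible HEK293 cell line expressing D2, read kinetically for 180 s after compound addition against dopamine controls.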
TRHR enhancer = qHTS for Small Molecule Agonists and Allosteric Enhancers of Human TRH Receptor: Primary Screen for Enhancers; TRHR cells, fluo-8 calcium fluorescence, EC20 TRH enhancement; 360,000 tested, 0.66% active; Thyrotropin-releasing hormone receptor (Homo sapiens), P34981; enhancement, % at 2 µM; AID 493056, 2011; in the data active = enhancement above about 30%; also: 0% is about no effect
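Enhancer read-out: after compound pinning and an initial kinetic agonist-mode read, an EC20 of TRH (10 nM final) was injected and fluo-8 calcium signal (Ex 480/Em 530) followed at 1 s/cycle for 100 cycles in TRHR-expressing cells.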
RXFP1 antagonist = qHTS Assay for Antagonists of the Relaxin Receptor RXFP1; AID 1259400, 2018; 350,000 tested, 0.59% active; HEK293-RXFP1, relaxin-stimulated cAMP HTRF, 30 min; stronger effect = lower value; activity change, negative = inhibition, % at 57.5 µM;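 active = activity change of -60% or lower, but not beyond a set lower limit; inconclusive = change between -60% and -40%, or beyond the set limit; inactive = change above -40%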; also: % is scaled to controls: 0 for no effect and ±100 for the full control effect
D1 ag = Allosteric Agonists of the Human D1 Dopamine Receptor: qHTS | D(1A) dopamine receptor (Homo sapiens), P21728 | HEK293 T-REx D1 cells, calcium flux, agonist mode | activation, % at 2 µM | 360,000 tested, 1% active | AID 504660, 2011; in the data active = activation above about 30%; also: 0% is about no effect
Target sequence (P21728 whole entry, looked up): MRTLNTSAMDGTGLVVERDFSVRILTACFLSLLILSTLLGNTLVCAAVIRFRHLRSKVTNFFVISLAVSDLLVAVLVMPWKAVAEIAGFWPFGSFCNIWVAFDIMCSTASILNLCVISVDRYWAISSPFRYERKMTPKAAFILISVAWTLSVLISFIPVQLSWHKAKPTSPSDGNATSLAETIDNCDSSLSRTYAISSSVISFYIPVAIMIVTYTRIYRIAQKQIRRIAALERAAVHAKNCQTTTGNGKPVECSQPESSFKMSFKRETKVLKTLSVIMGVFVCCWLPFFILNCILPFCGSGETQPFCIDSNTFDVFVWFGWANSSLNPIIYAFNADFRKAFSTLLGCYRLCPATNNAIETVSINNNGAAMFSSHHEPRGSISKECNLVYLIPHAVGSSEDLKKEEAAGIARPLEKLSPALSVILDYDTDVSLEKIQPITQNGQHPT
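Tetracycline-induced HEK293 TREx D1 cells, force-coupled to calcium signalling, were dye-loaded with a no-wash calcium kit. Compound was pin-added after a 10 s baseline. Fluorescence was read kinetically at 1 cycle/s for 180 s, with calcium rises flagged as agonism.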
D2 antagonist = HTS Assay for Allosteric Antagonists of the Human D2 Dopamine Receptor: Primary Screen for Antagonists; HEK293 TREx D2 cells, calcium flux, dopamine EC80; inhibition, % at 10 µM; 340,000 tested, 2% active; AID 485344, 2010; in the data active = inhibition above about 30%; also: 0% is about no effect
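Overnight-induced (tetracycline, 30 C) HEK293 T-REx cells carrying force-coupled D2 receive a no-wash calcium dye, then compound, then EC80 dopamine at 180 s; signals are read kinetically throughout.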
D2 potentiator = HTS Assay for Positive Allosteric Modulators of the Human D2 Dopamine Receptor: Primary Screen for Potentiators. D(2) dopamine receptor (Homo sapiens), P14416. HEK293 T-REx D2, calcium flux, EC20 dopamine potentiation. potentiation, % at 10 µM. 340,000 tested, 0.34% active. AID 485347, 2010;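 active = potentiation over 3 SD above the plate norm, cut at about 30% in these data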; also: 0% is about no effect
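Tetracycline-induced Hek293 Trex D2 cells, force-coupled to calcium, loaded with no-wash calcium dye. Compound added with 180 s kinetic read for agonism, then EC20 dopamine and a further 180 s read for potentiation.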
D1 potentiator = Potentiators of Human D1 Dopamine Receptor: qHTS; D(1A) dopamine receptor (Homo sapiens), P21728; HEK293 TREx D1 cells, calcium flux, dopamine EC20 potentiation; AID 504651, 2011; 360,000 tested, 0.036% active; potentiation, % at 10 µM; in the data active = potentiation above about 30%; also: 0% is about no effect
RXFP1 ag = qHTS Assay for Agonists of the Relaxin Receptor RXFP1 | Potency, µM (titrated, usually from 57.5 µM), for inactives: at the highest dose activation, actives largely listed as activators | HEK293T-RXFP1 cAMP TR-FRET, 30 min; response scale: percent of porcine relaxin response, buffer zero | Relaxin receptor 1 (Homo sapiens), Q9HBX9 | AID 2676, 2010 | 370,000 tested, 0.3% active; active = well fitted activation curve with a large enough effect; inconclusive = small, poorly fitted or top-dose-only effect; also: potency is read from the fitted curve at half-maximal effect; % is scaled to controls: 0 for no effect and ±100 for the full control effect; nearly all actives have a fitted effect of over 60% in size; many of its hits are not listed in these tables
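HEK293 cells stably expressing RXFP1, treated 30 min at 37C with compounds plus PDE4 inhibitor Ro 20174; cAMP measured by HTRF TR-FRET. Normalized to buffer and 29 nM porcine relaxin; EC50 by Hill fit.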
D1 antagonist = Antagonist of Human D 1 Dopamine Receptor: qHTS. D(1A) dopamine receptor (Homo sapiens), P21728. HEK293 TREx D1 cells, calcium flux, dopamine EC80; stronger effect = lower value. activity change, negative = inhibition, % at 10 µM. 360,000 tested, 3.2% active; in the data active = activity change below about -30%; also: % is scaled to controls: 0 for no effect and ±100 for the full control effect
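After overnight tetracycline induction at 30 C, force-coupled D1 HEK293 cells took up a no-wash calcium dye at room temperature. Compounds were added and monitored 180 s, and the response to EC80 dopamine was then recorded.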
* hit, by the source's call; ? = inconclusive; nt = no result given.

| cpd | SMILES | D2 agonist | TRHR enhancer | RXFP1 antagonist | D1 ag | D2 antagonist | D2 potentiator | D1 potentiator | RXFP1 ag | D1 antagonist |
| --- | --- | --- | --- | --- | --- | --- | --- | --- | --- | --- |
| 1 | O=C(CCC(=O)NC12CC3CC(CC(C3)C1)C2)NC1CCCCC1 | 0.8 | -12.0 | 10.1 | 0.4 | 19.3 | 0.9 | -5.8 | -0.8% | -18.8 |
| 2 | Cc1cccc(N2C(=O)N(c3ccccc3C)C3CS(=O)(=O)CC32)c1 (stereo not drawn) | 0.9 | 4.5 | -3.2 | -0.2 | 16.2 | 24.2 | 0.9 | -0.3% | 12.5 |
| 3 | CCc1n[nH]c(=S)n1/N=C/c1c(C)nn(-c2ccccc2)c1Cl | -1.0 | 3.7 | -3.7 | 1.5 | -1.3 | 9.1 | -4.6 | 1.5% | -17.3 |
| 4 | CCCNC(=O)N1CCN(c2ncccn2)CC1 | -1.1 | 7.0 | -13.4 | -1.1 | -8.5 | -3.7 | -8.4 | 1.6% | -14.1 |
| 5 | Cc1ccc2c(c1)Sc1ccccc1CC2=O | 0.2 | -5.7 | 2.7 | -0.3 | 6.0 | -5.4 | -3.1 | 0.4% | -47.5* |
| 6 | O=C(COC(=O)c1cc(=O)[nH]c2ccccc12)Nc1ccc(Cl)cn1 | 0.1 | 11.9 | -11.8 | -1.3 | -6.1 | 14.1 | -3.3 | 1.6% | 37.5 |
| 7 | C=CCS/C(N)=N\N=C\c1cc(Br)cc([N+](=O)[O-])c1O | 0.2 | -2.7 | -8.7 | 8.7 | -18.1 | -5.1 | -3.1 | 1.0% | -14.0 |
| 8 | CCOc1cc(NC(=O)C2CCCO2)c(OCC)cc1NC(C)=O (stereo not drawn) | nt | 7.8 | 8.4 | 2.9 | nt | 7.4 | -7.2 | 0.2% | -19.1 |
| 9 | O=C1C=CC(=O)N1c1cccc(-c2ccccc2)c1 | 6.6 | -1.0 | ? | 5.1 | -7.6 | -4.3 | -10.2 | 2.4% | -42.6* |
| 10 | O=[N+]([O-])c1ccccc1NCc1c(O)ccc2ccccc12 | nt | -6.2 | 4.3 | -0.1 | nt | nt | -12.2 | 0.6% | -29.7 |
| 11 | CCCN1CCN(C(c2cc3cc(OCC)ccc3[nH]c2=O)c2nnnn2C2CCCCC2)CC1 (stereo not drawn) | 0.2 | 4.4 | 5.4 | 0.4 | 0.2 | -10.3 | -2.1 | 0.5% | 5.2 |
| 12 | O=C(NCc1ccccc1)c1ccc(S(=O)(=O)N2CCCc3ccccc32)cc1 | -0.3 | -5.9 | 2.9 | 4.9 | -9.2 | -2.1 | -10.0 | -3.0% | 11.1 |
| 13 | O=C(NC1CCCC1)C(c1cc2c(cc1[N+](=O)[O-])OCO2)N1CCCC1 (stereo not drawn) | -4.1 | 28.8 | -12.2 | 4.9 | 8.0 | -4.1 | -10.0 | 2.6% | 11.3 |
| 14 | COc1cc(OC)c(NC(=O)Cn2c(=O)oc3cc(S(=O)(=O)N4CCCC4)ccc32)cc1Cl | 0.2 | -0.3 | ? | 1.4 | nt | -10.3 | 1.0 | -0.3% | -0.8 |
| 15 | COc1ccccc1-n1cc(-c2ccccc2)[nH]c1=S | -0.7 | 4.2 | 4.5 | -0.4 | 0.4 | 7.1 | 1.6 | -0.9% | -10.5 |
| 16 | O=c1oc(Nc2ccc(F)cc2)nc2ccccc12 | 0.3 | -2.8 | -1.7 | 4.6 | 0.4 | 13.5 | 0.2 | -1.3% | -22.7 |
| 17 | Cc1cccc(C(=O)Nc2nnc(SCc3cc(=O)n4cccc(C)c4n3)s2)c1 | 1.4 | -7.0 | 6.3 | 0.6 | nt | -10.9 | -1.9 | 4.4% | 9.1 |
| 18 | O=C(NCCS(=O)(=O)NCc1cccnc1)c1ccccc1 | -0.3 | -8.4 | -2.7 | 0.4 | 9.7 | -8.2 | 0.0 | 0.8% | -4.6 |
| 19 | CCOC(=O)Cc1cc(=O)n2[nH]c(C)c(-c3ccc(Cl)cc3)c2n1 | -0.2 | 6.9 | -3.1 | -0.1 | -8.0 | 9.1 | -9.4 | 4.5% | 2.3 |
| 20 | NNC(=O)Cn1nnc(-c2ccc(C(F)(F)F)cc2)n1 | 1.1 | 7.1 | -5.0 | 0.4 | -10.7 | -1.4 | 1.2 | 0.9% | 7.4 |

Profiles as entered above. Order of screens: D2 agonist	TRHR enhancer	RXFP1 antagonist	D1 ag	D2 antagonist	D2 potentiator	D1 potentiator	RXFP1 ag	D1 antagonist
Record of O=C(NCCS(=O)(=O)NCc1cccnc1)c1ccccc1 : -0.3	-8.4	-2.7	0.4	9.7	-8.2	0.0	0.8%	-4.6
Record of O=C(NCc1ccccc1)c1ccc(S(=O)(=O)N2CCCc3ccccc32)cc1 : -0.3	-5.9	2.9	4.9	-9.2	-2.1	-10.0	-3.0%	11.1
Record of O=C(COC(=O)c1cc(=O)[nH]c2ccccc12)Nc1ccc(Cl)cn1 : 0.1	11.9	-11.8	-1.3	-6.1	14.1	-3.3	1.6%	37.5
Record of CCOC(=O)Cc1cc(=O)n2[nH]c(C)c(-c3ccc(Cl)cc3)c2n1 : -0.2	6.9	-3.1	-0.1	-8.0	9.1	-9.4	4.5%	2.3

3 compounds out of the list, ordered by molar mass, largest number first:
| cpd | SMILES | D2 agonist | TRHR enhancer | RXFP1 antagonist | D1 ag | D2 antagonist | D2 potentiator | D1 potentiator | RXFP1 ag | D1 antagonist |
| --- | --- | --- | --- | --- | --- | --- | --- | --- | --- | --- |
| 13 | O=C(NC1CCCC1)C(c1cc2c(cc1[N+](=O)[O-])OCO2)N1CCCC1 (stereo not drawn) | -4.1 | 28.8 | -12.2 | 4.9 | 8.0 | -4.1 | -10.0 | 2.6% | 11.3 |
| 19 | CCOC(=O)Cc1cc(=O)n2[nH]c(C)c(-c3ccc(Cl)cc3)c2n1 | -0.2 | 6.9 | -3.1 | -0.1 | -8.0 | 9.1 | -9.4 | 4.5% | 2.3 |
| 9 | O=C1C=CC(=O)N1c1cccc(-c2ccccc2)c1 | 6.6 | -1.0 | ? | 5.1 | -7.6 | -4.3 | -10.2 | 2.4% | -42.6* |

Next structures follow.
| cpd | SMILES | D2 agonist | TRHR enhancer | RXFP1 antagonist | D1 ag | D2 antagonist | D2 potentiator | D1 potentiator | RXFP1 ag | D1 antagonist |
| --- | --- | --- | --- | --- | --- | --- | --- | --- | --- | --- |
| 21 | S=c1sc2c(N3CCN(Cc4ccccc4)CC3)ncnc2n1-c1ccccc1 | 0.2 | 8.7 | -11.0 | 2.2 | -5.5 | 0.1 | -0.6 | 0.7% | -11.7 |
| 22 | Cc1cc(C)n(-c2nc3ccccc3nc2N2CCOCC2)n1 | -0.3 | -5.7 | nt | -2.1 | -6.1 | 5.0 | 0.5 | -1.0% | -6.2 |
| 23 | COc1ccccc1-c1c(C(F)(F)F)oc2c(CN3CCCCC3C)c(O)ccc2c1=O (stereo not drawn) | -1.1 | -2.1 | -2.9 | -0.4 | nt | 1.9 | -0.2 | 5.3% | 10.5 |
| 24 | O=C(Nc1ncnc2sc3c(c12)CCCCC3)c1ccccc1 | -0.3 | -23.5 | -6.4 | 7.1 | 4.5 | 26.1 | -2.1 | 0.4% | -8.5 |
| 25 | O=C(CNc1cccc(C(F)(F)F)c1)N/N=C/c1cccc(Br)c1 | nt | -2.9 | -13.9 | 1.4 | nt | nt | -1.4 | 0.3% | -2.0 |
| 26 | CC(=O)N1c2ccccc2C(=O)C1N1CCN(c2ccc(F)cc2)CC1 (stereo not drawn) | 0.2 | 0.3 | -20.1 | 1.7 | nt | -0.6 | -6.0 | -0.4% | -45.7* |
| 27 | COc1cccc(NS(=O)(=O)c2cc3c(cc2C)NC(=O)CO3)c1 | 0.4 | 21.3 | -1.6 | 2.8 | -2.6 | 0.6 | 0.1 | 1.6% | -3.2 |
| 28 | COc1ccc(CC(=O)NCc2n[nH]c(=S)n2-c2cccc(C)c2)cc1 | -0.1 | 0.8 | -10.3 | -1.1 | -1.2 | 11.4 | 1.2 | 3.1% | -2.6 |

Values in list order from above:
D1 ag, compounds 20–28: 0.4, 2.2, -2.1, -0.4, 7.1, 1.4, 1.7, 2.8, -1.1
D2 potentiator, compounds 20–28: -1.4, 0.1, 5.0, 1.9, 26.1, nt, -0.6, 0.6, 11.4
D2 antagonist, compounds 20–28: -10.7, -5.5, -6.1, nt, 4.5, nt, nt, -2.6, -1.2

This is a subset; the hit share may differ from the screen's.
